Screening data (PubChem)
PKA-R2B activ = activators of PKA-R2B holoenzyme, primary screen, biochemical, fluorescence polarization, Cy5-IP20, human | cAMP-dependent protein kinase catalytic subunit beta (Homo sapiens) + cAMP-dependent … | PKA-R2B holoenzyme dissociation; R2B truncated from residue 108, S112A mutant; 0% DMSO only, 100% 113 µM cGMP | activation, % at 11.4 µM | actives 0.079% (n = 340,000) | AID 504700, 2011;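 active = activation above a cutoff set at the mean over all compounds plus 3 SD, cut at about 18% in these data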;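 also: higher means more holoenzyme dissociation and a rise in polarization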
Target sequence (P31323 whole entry, looked up, other chains not shown, the tested form may be a part): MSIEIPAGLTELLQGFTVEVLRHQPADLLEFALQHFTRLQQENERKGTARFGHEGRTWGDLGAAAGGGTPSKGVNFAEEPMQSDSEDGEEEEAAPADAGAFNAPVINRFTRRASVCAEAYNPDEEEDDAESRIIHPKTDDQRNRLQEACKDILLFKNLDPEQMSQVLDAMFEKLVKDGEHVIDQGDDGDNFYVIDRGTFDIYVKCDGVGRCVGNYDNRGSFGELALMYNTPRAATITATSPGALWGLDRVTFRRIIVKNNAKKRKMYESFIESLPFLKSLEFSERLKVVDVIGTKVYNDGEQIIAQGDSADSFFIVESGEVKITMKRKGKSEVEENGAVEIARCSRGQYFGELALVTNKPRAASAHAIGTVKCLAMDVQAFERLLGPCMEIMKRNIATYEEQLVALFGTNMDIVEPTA
CDK5 inh = inhibitors of human CDK5/p35 kinase, primary screen, biochemical, single concentration; Cyclin-dependent kinase 5 (Homo sapiens) + Cyclin-dependent kinase 5 activator 1 (Homo …; Recombinant CDK5/p35, ADP-Glo luminescence, 60 min; inhibition, % at 10 µM; actives 0.01% (n = 330,000);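 active = highest replicate inhibition of at least 50% and at least 75% of replicates reaching 50%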;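 also: plate controls were DMSO neutral control for no effect and GW8510 at 10 µM for full effect; many of its hits are not listed in these tables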
DAGLB inh = DAGLB lipase inhibitors, primary screen, biochemical, fluorescence, HTS | inhibition, % at 5.17 µM | actives 0.059% (n = 340,000) | HEK293T DAGLB membrane lysate, EnzChek fluorogenic substrate | Diacylglycerol lipase-beta (Homo sapiens), Q8NCG7; in the data active = inhibition above about 34%;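 also: 0% = enzyme with vehicle and 100% = wells lacking enzyme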
phage Ecoli inh = growth loss of phage-infected E. coli, primary screen, RecBCD inhibitor project, absorbance, with phage, HTS; inhibition, % at 11.9 µM; actives 0.26% (n = 360,000); AID 651602, 2012; in the data active = inhibition above about 11%
Mot1-301 SUMO = yeast Mot1-301 growth rescue at high temperature, primary screen, SUMOylation pathway inhibitor project, S. cerevisiae, ATP luminescence, 38.5C | S. cerevisiae Mot1-301 growth rescue; percent above DMSO median, 100 means doubled | growth rescue, % at 18.8 µM | actives 1% (n = 320,000);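 active = every valid replicate shows activation above 250% relative to neutral control wells; inactive = the rest, any valid replicate at or below 250%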;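 also: OY570 slx delta 5 strain wells were the positive control but not used for scaling; some compounds called inactive have numbers as strong as hits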
Tat export inh = E. coli Tat export inhibitors, primary screen, MC4100, TorA-mCherry reporter, fluorescence, single point; AID 488895, 2010; actives 0.036% (n = 340,000); inhibition, % at 10 µM;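 active = mean replicate inhibition at least 50% and at least half of replicates individually reaching 50%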;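 also: exported cargo escapes ClpAP degradation while cytoplasmic cargo is degraded and loses fluorescence; 0% = median of neutral control wells and 100% = median of NaSCN control wells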
Ecoli viability = E. coli V3065 growth inhibition, primary screen, counter-screen for AddAB inhibitor project, absorbance, OD600; inhibition, % at 11.9 µM; AID 449728, 2010; actives 0.27% (n = 330,000); 18 h;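 active = inhibition above the campaign's mean inhibition across all tested compounds plus 3 SD, cut at about 9.9% in these data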;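 also: uninfected addAB+ strain grown without phage in ampicillin broth; 0% = DMSO wells and 100% = ciprofloxacin 0.95 µg/ml wells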
PKA-R1A act = activators of PKA-R1A holoenzyme, primary screen, biochemical, fluorescence polarization, Cy5-IP20, bovine R1A, mouse PKAc; activation, % at 11.4 µM; actives 0.083% (n = 340,000); PKA-R1A dissociation; scaled: DMSO 0%, 113 µM cGMP 100%; cAMP-dependent protein kinase type I-alpha regulatory subunit (Bos taurus) + …;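 active = percent activation above the mean of all tested compounds plus 3 SD, cut at about 19% in these data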;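 also: higher means more PKAc released from R1A so a rise in polarization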
HTR5A ag = HTR5A agonists in luminescence cell assay, primary screen, counter-screen for OPRM1-OPRD1 heterodimer agonist project, full-deck HTS; actives 0.61% (n = 340,000); 5-hydroxytryptamine receptor 5A (Homo sapiens), P47898; activation, % at 9.3 µM; cell-based; in the data active = activation mostly above about 9.5%, no sharp cut-off; inactive = mostly below about 7.6%;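 also: 0% = cells with vehicle only and 100% = reference agonist; strong numbers were not always called active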
Target sequence (P47898 whole entry, looked up): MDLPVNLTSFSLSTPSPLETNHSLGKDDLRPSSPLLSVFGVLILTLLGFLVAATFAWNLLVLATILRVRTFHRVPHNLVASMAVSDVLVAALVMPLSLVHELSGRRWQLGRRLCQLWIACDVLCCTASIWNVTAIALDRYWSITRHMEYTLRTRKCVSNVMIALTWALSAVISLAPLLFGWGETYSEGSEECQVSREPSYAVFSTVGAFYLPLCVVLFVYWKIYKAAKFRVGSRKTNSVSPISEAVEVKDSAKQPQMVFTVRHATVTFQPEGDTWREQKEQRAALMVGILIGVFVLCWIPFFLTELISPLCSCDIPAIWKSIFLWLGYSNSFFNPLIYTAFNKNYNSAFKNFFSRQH
AddAB inh = growth inhibition of E. coli expressing H. pylori AddAB, primary screen, AddAB inhibitor project, absorbance. inhibition, % at 11.9 µM. actives 0.29% (n = 330,000); in the data active = inhibition above about 12%;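 also: 0% = vehicle wells of infected cells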
HTR5A inv ctr = HTR5A inverse agonists in luminescence cell assay, primary screen, counter-screen for OPRM1-OPRD1 heterodimer inverse agonist project, full-deck HTS; HTR5A cell line, inverse agonism; inhibition, % at 9.3 µM; actives 0.083% (n = 340,000); AID 504634, 2011; in the data active = inhibition mostly above about 23%, no sharp cut-off; inactive = mostly below about 18%;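 also: 0% = cells with DMSO and 100% = no-cell wells with DMSO; some compounds called inactive have numbers as strong as hits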
Starred values were filed as active, the others as inactive; x = no result given.

entry	Molecule	HTR5A inv ctr	CDK5 inh	Tat export inh	PKA-R1A act	Mot1-301 SUMO	PKA-R2B activ	HTR5A ag	phage Ecoli inh	AddAB inh	DAGLB inh	Ecoli viability
1	Cc1onc(-c2ccncc2)c1C(=O)O	-9.1	0.5	-0.1	-3.6	9.1	-9.4	0.4	0.6	3.9	1.4	1.0
2	CN1C2CCC1CC(NC(=O)CSc1ccc(Cl)cc1)C2 (stereo unspecified)	-3.0	1.7	-4.9	-2.7	-11.3	-6.2	2.8	3.1	-2.6	0.0	-0.4
3	COc1cc(/C=N/NC(=O)Nc2cccc3nsnc23)cc(OC)c1OC	6.3	1.3	1.4	4.6	x	5.0	-2.5	-0.4	x	-0.1	x
4	CC1CC(C)CN(S(=O)(=O)c2ccc(C(=O)Nc3nnc(-c4cccs4)o3)cc2)C1 (stereo unspecified)	-8.7	-0.1	5.7	-4.6	-11.8	6.4	2.5	-3.1	-0.2	4.7	-5.9
5	CCc1ccccc1NC(=O)CNC(=O)c1ccccc1OCc1c(C)noc1C	-3.1	1.1	1.3	2.6	-0.3	4.9	1.0	2.4	0.2	-2.5	-2.3
6	O=C(/C=C/c1ccccc1Cl)NC1CCS(=O)(=O)C1 (stereo unspecified)	4.1	-4.0	1.5	-3.6	-10.1	-2.4	0.4	3.5	-0.2	1.3	-2.4
7	CCOC(=O)C(NC(C)=O)C(O)c1ccc([N+](=O)[O-])cc1 (stereo unspecified)	-11.6	0.1	-2.5	-8.3	21.1	-7.9	4.5	2.8	-1.1	-0.3	-0.7
8	c1ccc(OCCCCn2cnc3ccccc32)cc1	-16.9	-0.6	-8.0	-9.1	-7.6	4.9	6.1	2.7	-1.4	-0.8	1.6
9	O=C(C(=O)N1CCOCC1)c1cn(CC(=O)N2CCCCC2)c2ccccc12	-10.4	-0.4	-1.5	-10.6	33.6	-4.6	1.2	1.4	1.5	-2.6	-0.7
10	CC(Oc1ccc(Br)cc1)C(=O)N1CCC(C(N)=O)CC1 (stereo unspecified)	9.4	-0.4	-1.7	-8.2	-17.0	7.3	2.5	4.3	5.6	-0.4	3.2
11	CCn1c(CC(=O)Nc2ccc(C)c(Cl)c2)nnc1SCC(=O)Nc1nc(C)cs1	-12.9	0.3	-0.1	0.0	15.5	-1.4	-2.5	2.4	-0.1	-0.2	-0.6
12	N#CNC(=Nc1ccc(Cl)cc1)Oc1ccccc1	-4.5	-1.0	-0.5	-7.3	-0.1	-4.2	-0.6	4.4	3.1	-3.9	-1.2
13	Cc1ccccc1OCCC(=O)OCC(=O)NCCNC(=O)COC(=O)CCOc1ccccc1C	0.5	-0.9	5.3	2.4	-29.8	3.7	3.0	4.2	0.9	-0.4	-0.4
14	CC1CCCCC1NC(=O)C1CCN(S(=O)(=O)N2CCCCCC2)CC1 (stereo unspecified)	-11.1	0.3	-2.3	4.6	-4.0	-3.4	-0.1	0.3	0.8	-0.3	2.4
15	O=C(NCC(c1ccco1)N1CCc2ccccc2C1)c1cccc(F)c1 (stereo unspecified)	7.2	0.9	-12.9	-6.8	1.8	-0.5	-2.6	2.7	-1.0	0.6	0.8
16	CCOC(=O)COn1c(-n2nc(C)cc2C)nc2ccccc2c1=O	-7.7	1.0	-2.5	0.6	2.5	-7.2	2.2	-2.0	-5.2	-3.2	-6.5
17	CN1CCN(C(=O)C2CCN(S(=O)(=O)c3ccc4c(c3)oc(=O)n4C)CC2)CC1	-2.3	0.0	0.7	0.0	3.6	11.9	0.8	1.8	1.1	0.2	-2.2
18	Cc1cccc(Nc2nc(-c3ccc(O)c(O)c3)cs2)n1	1.1	-1.1	20.0	0.6	-21.2	-4.7	-0.3	3.6	2.1	5.0	3.2
19	COc1ccc(S(=O)(=O)N2CCC(C(=O)N[C@@H](C)C(=O)NC3CCCC3)CC2)cc1	11.8	-2.4	1.0	-4.1	39.4	7.6	-1.9	2.0	1.7	3.9	0.7
20	c1ccc(CCCNc2ncnc3nc[nH]c23)cc1	-5.5	-0.4	-4.5	-9.6	-5.2	4.2	1.9	1.1	1.0	-0.4	-0.3
21	CN1C(=O)/C(=C/c2ccc(O)c([N+](=O)[O-])c2)NC1=S	35.4	-2.6	0.0	-1.6	-3.7	3.6	-5.3	5.7	0.3	12.8	-2.4
22	Cc1cccc(OCc2nnc(SCC(=O)NCCc3ccccc3)o2)c1	2.5	-0.2	0.1	-5.5	3.3	-0.6	-1.0	0.0	0.1	-4.6	0.1
23	Cc1ccc(S(=O)c2snnc2C)cc1 (stereo unspecified)	0.2	1.0	-6.8	-13.3	9.4	9.5	-0.1	3.2	1.8	1.6	-2.2
24	O=C(Oc1ccc(N2C(=O)CCC2=O)cc1)c1ccccc1Cl	12.4	0.1	-1.1	-8.6	16.7	-2.6	3.2	4.3	1.9	-3.0	-0.4
25	Cc1cc(S(=O)(=O)Nc2cccc([N+](=O)[O-])c2)c(C)s1	7.1	-0.9	5.2	-3.8	-14.5	-7.0	-1.9	1.7	1.0	2.6	0.8
26	CCOc1ccc(C(=O)CCC(=O)N(CC)CC(=O)NCc2cccs2)cc1	6.3	-1.5	-1.2	-5.8	20.3	-7.5	-2.6	-2.5	4.3	2.7	3.5
27	O=C(NC1CCSC1=O)C1CC(=O)N(c2ccc(F)cc2)C1 (stereo unspecified)	-2.1	-0.6	-2.3	-1.3	-6.2	-0.5	-0.6	-0.9	3.2	-0.1	-1.3
28	O=[N+]([O-])c1cccc(COc2cccc(CN3CCOCC3)c2)c1	1.2	0.5	-5.2	-4.8	x	4.8	-0.3	4.4	x	-1.2	x
29	Cc1ccc(/C(O)=C2/C(=O)C(=O)N(CC(=O)O)C2c2ccc([N+](=O)[O-])cc2)cc1 (stereo unspecified)	-18.8	-0.9	5.5	-3.1	-16.1	-0.5	5.1	0.6	3.2	-1.1	1.4
30	Cc1ccc(S(=O)(=O)N2CCCCC2)cc1NC(=O)CNCc1ccco1	-27.8	-0.6	-0.3	-9.3	4.6	-7.4	2.4	-0.1	0.3	-2.5	1.3
31	CC(C)NC(=O)CN1C(=O)CSc2ccc(S(=O)(=O)N3CCCC3)cc21	-7.2	-1.2	5.0	8.7	-11.1	2.2	1.9	2.8	0.2	2.4	-1.6
32	Cc1ccc(C(=O)N2CCN(c3nc4ccccc4n3C)CC2)cc1	-14.2	-0.4	5.4	-8.9	24.4	-14.3	3.7	0.4	-1.6	-2.7	-0.7
33	CCc1ccc(/C=C\C(=O)N2CCc3ccccc3C2)cc1	0.8	1.1	3.0	-3.0	-33.5	-14.1	-0.3	3.8	2.5	-14.8	1.9
34	Cc1cc(C)cc(-c2nnc(SCC(=O)Nc3cc(C)on3)o2)c1	21.1	1.0	-0.5	-2.0	x	-6.5	-0.3	3.0	x	-3.0	x
35	CNC(=O)c1ccc(-c2ccc(OC)cc2)s1	6.9	0.1	-3.4	6.1	14.5	-0.2	-3.1	2.5	2.2	-0.3	-0.7
36	O=C(Nc1ncc(Br)s1)C1CCCN1S(=O)(=O)c1cccc2cccnc12 (stereo unspecified)	8.0	1.3	4.7	-3.7	-21.4	-10.0	-2.7	3.0	4.2	-1.4	-0.3
37	O=C(CCn1c(=O)[nH]c2ccsc2c1=O)N1CCN(c2cccc(Cl)c2)CC1	22.9	-0.3	4.5	-2.7	5.8	2.1	3.7	1.9	1.3	3.7	-2.4
38	CC(C(=O)Nc1nc(-c2ccc(F)c(F)c2)cs1)N1C(=O)C2CC=CCC2C1=O (stereo unspecified)	5.3	-1.9	1.8	-5.4	2.4	-11.2	1.2	-0.7	2.9	-1.6	1.1
39	COc1ccc(C(=O)COC(=O)c2cc(=O)c3ccccc3o2)cc1	10.0	-2.7	11.6	-3.7	-2.9	-0.1	-2.6	0.5	0.5	-0.2	-2.8
40	CCn1c(SCC(=O)N2CCc3ccccc3C2)nc2sc(C)c(C)c2c1=O	0.3	-0.9	-0.1	-13.4	28.9	-3.3	-0.1	1.5	4.0	-3.7	2.1
41	O=C(CN1CCc2ccccc2C1)NCc1ccco1	-7.6	0.7	0.6	-6.0	x	-2.1	-2.4	2.5	1.5	-0.9	1.1
42	COc1cc(OC)cc(-c2cc3cc(F)ccc3cn2)c1	-3.5	-0.1	3.1	-2.5	-7.3	2.9	1.3	1.6	3.2	-10.8	-1.3
43	CCC(=O)Nc1ccc(C(=O)N/N=C/c2cc(Br)c(OC)cc2OC)cc1	-1.9	-0.1	-1.6	10.5	20.4	6.7	0.7	0.5	4.2	-0.9	-0.3
44	COc1ccc(C(=O)OCC(=O)c2c(N)n(C)c(=O)n(C)c2=O)cc1OC	3.8	1.5	-5.8	-10.8	15.7	-2.2	-3.6	1.7	1.0	-1.4	2.0
45	COc1ccc(CCNC(=O)CNC(=O)c2ccc3c(c2)OCO3)cc1OC	19.8	1.5	-3.9	-3.0	-9.0	-6.2	1.6	0.3	2.4	-0.2	0.8
46	O=C(COC(=O)c1ccccn1)NCCCc1ccccc1	7.8	0.0	-10.0	-14.2	-1.8	-1.4	-3.1	-0.5	0.6	-0.7	1.0
